NPSR antagonist: blocks cAMP signaling of the human neuropeptide S receptor. AID 1461. hit rate 1% among 220,000. Potency, µM (top dose mostly 38.3 µM), without a hit: at the highest dose activity change, negative = inhibition, hits mostly inhibitors. Q6W5P4. CHO-NPSR cells, cAMP TR-FRET, antagonist mode; also: % is scaled to controls: 0 for no effect and ±100 for the full control effect; nearly all actives have a fitted effect of over 50% in size; many of its hits are not listed in these tables
GAA inh: blocks human lysosomal alpha-glucosidase. hit rate 0.005% among 200,000. Potency, µM (series often up to 76.9 µM), for the others: at the highest dose activity change, negative = inhibition, usual class: inhibitors. purified human GAA, 4-MU-alpha-glucoside fluorescence. P10253. AID 1466;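 also: plate controls were uninhibited enzyme wells for no effect and no-enzyme background for full effect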
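Enzyme (4 nM final) mixed with compound (up to 77 uM), then 4-MU-alpha-D-pyranoside (400 uM final) added; 20 min at room temperature, pH 5.0. Reaction stopped at pH 10, fluorescence read, AC50 derived by Hill fit.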
aGal spleen mod: alpha-galactosidase A (human) modulation | P06280 | human spleen homogenate, 4MU-alpha-Gal fluorescence, 40 min | Potency, µM (highest dose often 80 µM), for the others: at the highest dose activity change, negative = inhibition, usual class: inhibitors | hit rate 0.008% among 240,000;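 also: 0% = enzyme with vehicle and -100% = no enzyme basal signal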
Target sequence (P06280 32-429 limits assumed): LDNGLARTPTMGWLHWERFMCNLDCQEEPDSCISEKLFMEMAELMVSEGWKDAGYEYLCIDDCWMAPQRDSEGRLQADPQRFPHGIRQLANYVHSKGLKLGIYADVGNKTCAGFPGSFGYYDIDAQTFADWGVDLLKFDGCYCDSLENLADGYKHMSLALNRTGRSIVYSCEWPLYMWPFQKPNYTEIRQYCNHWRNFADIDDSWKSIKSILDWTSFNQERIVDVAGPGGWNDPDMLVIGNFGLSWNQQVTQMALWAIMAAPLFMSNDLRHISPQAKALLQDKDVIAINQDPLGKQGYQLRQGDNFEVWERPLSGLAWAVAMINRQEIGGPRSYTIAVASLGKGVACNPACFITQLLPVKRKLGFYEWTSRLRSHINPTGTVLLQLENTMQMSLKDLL
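Human spleen homogenate (1 ug) was the enzyme source, with 4-methylumbelliferyl-alpha-D-galactopyranoside (1 mM final) in pH 5.0 citrate buffer with 0.01% Tween-20. Compounds were titrated; after 40 min at 37C, NaOH/glycine stop, 4-MU fluorescence read; AC50 from Hill fits.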
ALDH1A1 inh: blocks purified human ALDH1A1 activity. P00352. hit rate 7.3% among 220,000. Purified ALDH1A1, NADH fluorescence, propionaldehyde substrate. AID 1030. Potency, µM (highest dose often 75.3 µM), for the others: at the highest dose activity, negative = inhibition, most hits filed as inhibitors; active = well fitted inhibition curve with a large enough effect, not every such curve was filed as active; inconclusive = small, poorly fitted or top-dose-only effect, or another doubt; inactive = no such curve, though single readings can be large or run the other way;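 also: plate controls were no enzyme wells and a reference inhibitor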
Target sequence (P00352 whole entry, looked up): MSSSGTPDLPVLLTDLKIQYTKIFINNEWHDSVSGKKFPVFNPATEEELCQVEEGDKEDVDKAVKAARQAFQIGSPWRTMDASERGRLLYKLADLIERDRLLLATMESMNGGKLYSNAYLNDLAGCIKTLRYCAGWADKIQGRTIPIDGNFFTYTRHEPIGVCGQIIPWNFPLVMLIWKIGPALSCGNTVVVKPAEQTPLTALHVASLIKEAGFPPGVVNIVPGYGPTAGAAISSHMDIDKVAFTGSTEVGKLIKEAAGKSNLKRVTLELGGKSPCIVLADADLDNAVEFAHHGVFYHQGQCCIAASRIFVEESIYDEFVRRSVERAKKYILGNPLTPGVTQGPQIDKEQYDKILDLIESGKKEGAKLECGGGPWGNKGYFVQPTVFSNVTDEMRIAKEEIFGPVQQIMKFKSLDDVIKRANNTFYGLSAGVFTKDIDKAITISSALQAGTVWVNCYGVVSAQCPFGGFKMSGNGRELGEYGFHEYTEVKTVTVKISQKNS
Epigenetic reg: regulators of epigenetic silencing causing reporter derepression in mouse cells | murine LDR cells, GFP reporter derepression, 30 h | Potency, µM (highest dose often 53.9 µM), for the others: at the highest dose GFP activation, hits mostly activators | hit rate 0.2% among 280,000 | AID 1865; also: % of control where 0% means no effect; nearly all actives have a fitted effect of over 60% in size
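Murine LDR cells carrying a silenced, genomically integrated CMV-driven GFP reporter were exposed to compound for 30 hours at 37 C. After PBS washes, GFP-positive cells (20–120 um objects) were counted by laser-scanning microplate cytometry.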
GAA spleen mod: inhibitors or activators of human alpha-glucosidase in spleen homogenate. P10253. human spleen homogenate, 4-MU-alpha-glucoside fluorescence. Potency, µM (highest dose often 79.9 µM), without a hit: at the highest dose activity change, negative = inhibition, most hits filed as inhibitors. hit rate 0.006% among 240,000. AID 2112;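 also: 0% = enzyme with vehicle and -100% = no enzyme basal signal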
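Human spleen homogenate (1 ug) incubated with compounds and 1 mM 4-methylumbelliferyl-alpha-D-glucopyranoside in pH 5.0 citrate/phosphate buffer, 37 C, 40 min. Stopped at pH 10; 4-MU fluorescence (Ex 365/Em 440 nm); AC50 by Hill fit.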
GAA glycogen: inhibitors or activators of human alpha-glucosidase glycogen cleavage | AID 2100 | P10253 | recombinant GAA, glycogen substrate, Amplex Red glucose oxidase fluorescence | hit rate 0.38% among 300,000 | Potency, µM (doses to about 76.4 µM), inactives show at the highest dose activity change, negative = inhibition, most hits filed as inhibitors;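 also: 0% = full enzyme reaction and -100% = no-enzyme basal signal; the screen sought inhibitors and activators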
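Recombinant human enzyme (4 nM); glycogen substrate; 37 C, 40 min, pH 5.0. Readout: coupled glucose oxidase/Amplex Red fluorescence.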
Tau fluor cs: counter-screen for tau fibril formation inhibitors; Potency, µM (titrated, usually from 57.7 µM), for the others: at the top dose activity change, negative = decrease; AID 1463; hit rate 0.93% among 280,000; tau K18 P301L (four-repeat tau fragment) Alexa594 fluorescence, heparin fibrillization; also: % is scaled to controls: 0 for no effect and ±100 for the full control effect; nearly all actives have a fitted effect of over 55% in size
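Human K18 P301L tau (15 uM unlabeled plus 0.24 uM Alexa 594-labeled, final) in 100 mM sodium acetate pH 7 was mixed with compound and 20 uM heparin and incubated 6 hr at 37 C.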
* hit, by the source's call; ? = inconclusive; . = not tested or not shown; [ ] = remark or other dose. Unless noted, calls follow the shape of the dose curve; as a rule, active = well fitted curve in the direction sought with a large enough effect; inconclusive = small, poorly fitted or top-dose-only effect, or another doubt; inactive = no such curve, though single readings can be large; an effect the other way counts as inactive or inconclusive. Potency is read from the fitted curve at half-maximal effect. Only part of the results is shown (hit frequency here may not be typical).

Preview (6 entries):
SMILES	NPSR antagonist	GAA inh	aGal spleen mod	ALDH1A1 inh	Epigenetic reg	GAA spleen mod	GAA glycogen	Tau fluor cs
Cc1ccc2nc(-c3cccc(N)c3)[nH]c2c1	-3%[46.1 µM]	0%	3%	?	0.0%	4%	-10%	-19%
CCCCN(C)C(=O)c1nc2ccccn2c1CNCCCn1ncc2ccccc21	-3%	.	-2%	.	1.1%	-3%	6%	3%
O=C(Nc1ccc(S(=O)(=O)N2CCOCC2)cc1)c1cccnc1	-26%	?	9%	4%	1.4%	1%	-6%	-14%
COc1cccc(CNC(=O)C2(C)Oc3ccccc3NC2=O)c1 (configuration not stated)	-7%[46.1 µM]	4%	4%	5%	0.0%	5%	-3%	-1%
O=C(O)c1ccc(S(=O)(=O)Nc2ccc(O)c(Sc3nc4ccccc4s3)c2)cc1	8%	.	5%	?	5.5%	-2%	2%	-18%
O=C(OCc1nnc(-c2ccc(Cl)cc2)o1)c1ccc(=O)n(Cc2ccccc2)n1	-12%[46.1 µM]	-4%	7%	?	0.0%	5%	2%	-12%

The listing, from the start:
SMILES	NPSR antagonist	GAA inh	aGal spleen mod	ALDH1A1 inh	Epigenetic reg	GAA spleen mod	GAA glycogen	Tau fluor cs
Cc1ccc2nc(-c3cccc(N)c3)[nH]c2c1	-3%[46.1 µM]	0%	3%	?	0.0%	4%	-10%	-19%
CCCCN(C)C(=O)c1nc2ccccn2c1CNCCCn1ncc2ccccc21	-3%	.	-2%	.	1.1%	-3%	6%	3%
O=C(Nc1ccc(S(=O)(=O)N2CCOCC2)cc1)c1cccnc1	-26%	?	9%	4%	1.4%	1%	-6%	-14%
COc1cccc(CNC(=O)C2(C)Oc3ccccc3NC2=O)c1 (configuration not stated)	-7%[46.1 µM]	4%	4%	5%	0.0%	5%	-3%	-1%
O=C(O)c1ccc(S(=O)(=O)Nc2ccc(O)c(Sc3nc4ccccc4s3)c2)cc1	8%	.	5%	?	5.5%	-2%	2%	-18%
O=C(OCc1nnc(-c2ccc(Cl)cc2)o1)c1ccc(=O)n(Cc2ccccc2)n1	-12%[46.1 µM]	-4%	7%	?	0.0%	5%	2%	-12%
CCCCc1nc(SCc2ccc([N+](=O)[O-])cc2)n[nH]1	-5%	0%	5%	-5%	1.4%	-9%	-5%	-13%
CCC(C)(C(=O)NC1CCCC1)N(Cc1cccs1)C(=O)c1ccccn1 (configuration not stated)	3%	2%	4%	6%	0.2%	4%	-3%	-8%
Cc1ccc(/C=C2\Oc3c(ccc(O)c3CN3CCN(C)CC3)C2=O)cc1	7.9µM*	-13%	-3%	-2%	-0.1%	-5%	-3%	-13%
CC(=O)N1C(=O)C2(C(C#N)=C(N)Oc3cc(C)oc(=O)c32)c2ccccc21 (configuration not stated)	-9%[46.1 µM]	-1%	12%	5%	-6.3%	6%	4%	-5%
CCCCn1c(SCC(=O)Nc2cc(C)on2)nnc1-c1ccco1	?	-4%	3%	-9%	-1.0%	0%	4%	-1%
Cc1ccc2nc(N(CCCN(C)C)C(=O)c3sc4ccccc4c3Cl)sc2c1	?	-9%	-2%	2%	0.0%	4%	-10%	-4%
Cc1ccc(S(=O)(=O)N2CCN(C(=O)C3CCCCC3)CC2)cc1	-17%[46.1 µM]	1%	8%	?	-0.3%	4%	-20%	7%
Clc1cccc(CSc2nccn2-c2ccccc2)c1	-17%[46.1 µM]	1%	-1%	-6%	-1.9%	-9%	1%	-2%
Cn1c(SCC(=O)O)nnc1-c1cccc(NC(=O)c2cccc3ccccc23)c1	50%	.	7%	.	2.0%	5%	4%	-13%
CC(C)[C@H](NS(=O)(=O)c1ccc2c(c1)OCCO2)C(=O)OCC(=O)Nc1cccc(Cl)c1Cl	-3%	-5%	-1%	?	-3.2%	-4%	-11%	-25%
Cc1ccc(-n2c(C)nc3c(cnn3-c3ccccc3Cl)c2=O)cc1C	-16%[46.1 µM]	-9%	11%	-11%	-0.2%	-6%	-11%	-8%
NS(=O)(=O)c1ccc(CCNc2cc(=O)n(Cc3ccc(F)cc3)c(=O)[nH]2)cc1	-10%[46.1 µM]	-8%	?	0%	1.2%	-1%	6%	1%
NCCCC[C@H]1CNC(=O)C(=O)N1CC1CCCCC1	4%	.	?	.	-1.6%	3%	4%	4%
Clc1ccc2c(c1)C1=C(C(c3ccncc3)O2)C(c2ccc(Br)cc2)n2ncnc2N1 (configuration not stated)	-24%[46.1 µM]	-6%	-2%	5%	-1.2%	1%	-25%	-10%
CCOC(=O)c1cccc(-n2c(C)cc(C=O)c2C)c1	4%	4%	4%	11µM*	0.0%	9%	-5%	7%
CCN1CCc2c(OCC(=O)N3CCC(C)CC3)cccc2C1=O	-2%	-3%	0%	4%	-0.2%	1%	2%	-11%
CCC(NC(=O)NCc1ccccc1)(C(F)(F)F)C(F)(F)F	1%	1%	-7%	18%	-1.0%	-3%	7%	-3%
COc1ccc(NCc2ccccc2[N+](=O)[O-])cc1OC	2%	-1%	1%	?	-3.0%	-2%	?	-30%
CCOC(=O)N1CCN(Cc2nc3c(c(=O)n(C)c(=O)n3C)n2CCC(C)C)CC1	-27%[46.1 µM]	-15%	-5%	0.22µM*	3.9%	-1%	2%	-4%
Cc1cc(S(=O)(=O)Nc2cccnc2)c(C)s1	11%[46.1 µM]	-3%	-21%	0%	-1.1%	-1%	-2%	-11%
COc1ccc(CCNC(=O)C2CC(c3ccccc3F)=NO2)cc1 (configuration not stated)	19%	.	11%	.	-0.2%	-4%	1%	8%
C=CCN(CC=C)C(=S)NC(=O)/C=C/c1ccccc1	2%	0%	2%	?	-0.9%	7%	7%	-8%
Cc1oc(S(=O)(=O)N(C)C)cc1C(=O)Nc1ccc(F)cc1	-14%	1%	8%	-9%	1.0%	4%	8%	-15%
COC(=O)C1(S(=O)(=O)C2(C(=O)OC)CCCC2)CCCC1	?	-1%	-8%	2%	0.0%	0%	5%	1%
CC(C)NCCOc1cccc(Br)c1	-1%[46.1 µM]	-4%	-3%	0%	-7.0%	-6%	6%	-1%
CC(=O)N1N=C(c2cccs2)CC1c1cccs1 (configuration not stated)	3%	8%	2%	-2%	0.2%	2%	9%	-2%
Nc1nnc(SCC(=O)NC2CCCc3ccccc32)s1 (configuration not stated)	-19%	-5%	-3%	3%	2.1%	-4%	-1%	-10%
Cc1cccc(C)c1NC(=S)NCCc1ccccn1	13%	2%	15%	-4%	1.1%	9%	6%	-5%
CC(=O)NC1C(=O)N(CC(C)C)c2ccccc21 (configuration not stated)	-4%[46.1 µM]	-6%	-6%	0.04µM*	0.0%	-5%	11%	-8%
CCOC(=O)CCc1c(C)nc(-n2[nH]c(C)c(CCO)c2=O)[nH]c1=O	-1%	-7%	3%	?	4.4%	1%	-7%	-9%
Fc1ccc(CSc2nnc(-c3cnccn3)n2Cc2ccco2)cc1	-19%[46.1 µM]	3%	5%	5%	-1.0%	-3%	3%	-10%
Clc1ccc(-c2csc(-c3ccno3)n2)cc1	-7%	.	-8%	.	2.1%	-17%	1%	-2%
COC(=O)c1ccc(C23CC2(C(NP(=O)(c2ccccc2)c2ccccc2)c2ccccc2)C3)cc1 (configuration not stated)	.	.	-2%	32µM*	7.8%	3%	.	-13%
CCCCC(=O)Nc1nc2ccc3nc(C)sc3c2s1	-10%[46.1 µM]	0%	-3%	4%	0.0%	-16%	-1%	-17%

Three entries out of the list above, ordered by the number in GAA glycogen, largest number first.
| molecule | NPSR antagonist | GAA inh | aGal spleen mod | ALDH1A1 inh | Epigenetic reg | GAA spleen mod | GAA glycogen |
| --- | --- | --- | --- | --- | --- | --- | --- |
| CC(=O)N1N=C(c2cccs2)CC1c1cccs1 (configuration not stated) | 3% | 8% | 2% | -2% | 0.2% | 2% | 9% |
| CCOC(=O)N1CCN(Cc2nc3c(c(=O)n(C)c(=O)n3C)n2CCC(C)C)CC1 | -27%[46.1 µM] | -15% | -5% | 0.22µM* | 3.9% | -1% | 2% |
| CCOC(=O)c1cccc(-n2c(C)cc(C=O)c2C)c1 | 4% | 4% | 4% | 11µM* | 0.0% | 9% | -5% |

(further entries)
SMILES	NPSR antagonist	GAA inh	aGal spleen mod	ALDH1A1 inh	Epigenetic reg	GAA spleen mod	GAA glycogen	Tau fluor cs
C=CCn1c(-c2ccc3[nH]c(C)c(C)c3c2)n[nH]c1=S	-7%[46.1 µM]	-8%	0%	13µM*	-0.9%	-4%	-13%	-20%
CCc1ccc(C(=O)COC(=O)c2n[nH]c3ccccc23)cc1	-2%	-5%	-6%	5%	3.2%	-7%	1%	?
COc1cc(S(=O)(=O)NCc2ccncc2)c(OC)cc1Cl	14%	1%	4%	3%	0.9%	-6%	-2%	8%
CCN1CCN(c2cc(C)c3cc(NC(=O)c4cccs4)ccc3n2)CC1	-1%	.	-9%	.	0.5%	-6%	7%	?
Cc1ccc(-c2n[nH]c(=S)n2/N=C/c2cc3c(cc2[N+](=O)[O-])OCO3)cc1	-26%[46.1 µM]	1%	0%	-17%	1.4%	4%	2%	-29%
Cn1nc(CC(=O)NC2CCCCCC2)c2ccccc2c1=O	-2%[46.1 µM]	-1%[15.4 µM]	-11%	?	0.8%	5%	11%	-5%
Cc1cc2ccccn2c1C(=S)NC(=O)c1ccccc1	-25%	-16%	-4%	?	1.1%	-4%	?	-19%
C/C(=N\OC(=O)Nc1ccccc1)c1cnn(-c2cc(C(F)(F)F)cc(C)n2)c1C	-19%	.	3%	.	3.0%	-1%	2%	-14%
NC1=NC[C@H](Cc2ccc(O)cc2)N1CCc1cccc2ccccc12	1%	.	0%	.	-2.3%	-3%	7%	-9%
